p53 reactivation = qHTS assay for re-activators of p53 using a Luc reporter; H1299 p53-A138V BP100-luciferase reporter, luminescence, 24 h; 320,000 compounds, 0.063% hits; Potency, µM (top dose mostly 92.2 µM), inactives show at the highest dose activity change, positive = activation, usual class: activators; note: potency is the fitted concentration of half-maximal effect; % of control where 0% means no effect; nearly all actives have a fitted effect of over 45% in size
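p53-null H1299 cells stably carrying temperature-sensitive p53-A138V and a BP100-luciferase reporter were pinned with compounds (4-point, 1:5 series) and held 24 hrs at 37 deg C. Luminescence was read 10 min after detection reagent.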
ELG1 repair inh = qHTS screen for small molecules that inhibit ELG1-dependent DNA repair in human embryonic kidney (HEK293T) cells expressing luciferase-tagged ELG1. HEK293T ELG1-luciferase reporter, luminescence, 16 h; DNA damage induced by 5-fluorouridine. Potency, µM (doses to about 46.1 µM), for the others: top-dose activity change, negative = inhibition, hits mostly inhibitors. 330,000 compounds, 2.3% hits; note: potency is the fitted concentration of half-maximal effect; % is set by controls: 0 for no effect and ±100 for the full control effect; nearly all actives have a fitted effect of over 55% in size
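5-Fluorouridine DNA damage + compound/DMSO, 2,000 cells/well, 16 h, 37 °C/5% CO2. ONE-Glo, 30 min RT, luminescence. Readout = decrease in reporter signal.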
ELG1 genotox = qHTS screen for small molecules that induce genotoxicity in human embryonic kidney (HEK293T) cells expressing luciferase-tagged ELG1; HEK293T ELG1-luciferase reporter, luminescence, 16 h; AID 504466, 2011; Potency, µM (top dose mostly 46 µM), for inactives: at the top dose activity change, positive = activation, most hits filed as activators; 330,000 compounds, 1.3% hits; note: potency is the fitted concentration of half-maximal effect; % of control where 0% means no effect; nearly all actives have a fitted effect of over 60% in size
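Genotoxicity was scored as increased ELG1-luciferase reporter signal, measured by ONE-Glo luminescence (30 min, room temperature). Compound or vehicle exposure of the HEK293T reporter cells lasted 16 hr at 37°C.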
BRCA1 expr up = qHTS Assay to Identify Small Molecule Activators of BRCA1 Expression; MCF7-BRCA1-FFLuc reporter, luminescence, 48 h; response scale: scaled: vehicle 0%, 10 µM genistein 100%; Potency, µM (series often up to 46.1 µM), for inactives: at the top dose activation, usual class: activators; 380,000 compounds, 1.1% hits; AID 624202, 2012; note: potency is the fitted concentration of half-maximal effect; nearly all actives have a fitted effect of over 80% in size; some results filed as inactive show a strong effect at the top dose
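First, MCF7-BRCA1-FFLuc cells (2000/well) attach for 2 h; next, compounds are pin-added and incubated 48 h at 37 °C; finally, luciferase reagent is added and luminescence read after 15 min.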
RORg inh = qHTS for inhibitors of ROR gamma transcriptional activity; Drosophila S2 Gal4-RORgamma UAS-luciferase reporter, 20 h; 310,000 compounds, 5.4% hits; Potency, µM (doses to about 53.6 µM), inactives show at the top dose activity change, negative = inhibition, most hits filed as inhibitors; AID 2551, 2010; Nuclear receptor ROR-gamma (Mus musculus), P51450; note: potency is the fitted concentration of half-maximal effect; % is set by controls: 0 for no effect and ±100 for the full control effect; nearly all actives have a fitted effect of over 60% in size
Target sequence (P51450 whole entry, looked up, the tested form may be a part): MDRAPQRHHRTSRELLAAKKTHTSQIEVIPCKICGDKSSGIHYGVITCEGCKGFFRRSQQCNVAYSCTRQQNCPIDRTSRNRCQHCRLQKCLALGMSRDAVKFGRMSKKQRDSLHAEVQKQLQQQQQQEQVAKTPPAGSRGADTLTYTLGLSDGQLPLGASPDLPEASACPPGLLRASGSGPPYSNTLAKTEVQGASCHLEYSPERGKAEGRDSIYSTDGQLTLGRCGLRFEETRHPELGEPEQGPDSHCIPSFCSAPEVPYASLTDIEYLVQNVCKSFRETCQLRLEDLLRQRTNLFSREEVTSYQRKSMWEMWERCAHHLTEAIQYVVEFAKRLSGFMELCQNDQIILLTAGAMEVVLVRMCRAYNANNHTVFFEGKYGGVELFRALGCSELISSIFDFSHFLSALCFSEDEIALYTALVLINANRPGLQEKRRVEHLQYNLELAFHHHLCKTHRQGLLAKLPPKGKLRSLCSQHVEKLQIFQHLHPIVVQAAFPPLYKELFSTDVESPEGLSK
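Schneider cells (Drosophila), stable Gal4 DBD–ROR gamma + UAS-luc; 1 hr cmpd preincubation; Cu2+ induction 700 uM final; 20 hr ambient; luminescence.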
NPC1 prom act = qHTS Assay for NPC1 Promoter Activators | Huh7 NPC1 promoter luciferase reporter, 24 h | Potency, µM (doses to about 9.22 µM), inactives show top-dose activation, most hits filed as activators | 320,000 compounds, 2.4% hits | AID 485313, 2010;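 note: potency is the fitted concentration of half-maximal effect; % of control where 0% means no effect; nearly all actives have a fitted effect of over 60% in size; reporter is driven by a mutant NPC1 promoter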
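Readout is luciferase luminescence, reflecting NPC1 promoter activation in stably transfected Huh7 cells after 24 h compound exposure at 37 °C in reduced-serum medium with 10% FBS.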
FLuc counter = qHTS profiling assay for firefly luciferase inhibitor/activator using purifed enzyme and Km concentrations of substrates (counterscreen for miR-21 project) | Potency, µM (top dose mostly 57.5 µM), without a hit: top-dose activity change, negative = inhibition, actives largely listed as inhibitors | Luciferin 4-monooxygenase (Photinus pyralis), P08659 | AID 588342, 2011 | 360,000 compounds, 6.9% hits | purified FLuc, Km substrates, luminescence inhibition;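 note: potency is the fitted concentration of half-maximal effect; plate controls were vehicle for no effect and reference inhibitor for full effect; nearly all actives have a fitted effect of over 55% in size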
Target sequence (P08659 whole entry, looked up): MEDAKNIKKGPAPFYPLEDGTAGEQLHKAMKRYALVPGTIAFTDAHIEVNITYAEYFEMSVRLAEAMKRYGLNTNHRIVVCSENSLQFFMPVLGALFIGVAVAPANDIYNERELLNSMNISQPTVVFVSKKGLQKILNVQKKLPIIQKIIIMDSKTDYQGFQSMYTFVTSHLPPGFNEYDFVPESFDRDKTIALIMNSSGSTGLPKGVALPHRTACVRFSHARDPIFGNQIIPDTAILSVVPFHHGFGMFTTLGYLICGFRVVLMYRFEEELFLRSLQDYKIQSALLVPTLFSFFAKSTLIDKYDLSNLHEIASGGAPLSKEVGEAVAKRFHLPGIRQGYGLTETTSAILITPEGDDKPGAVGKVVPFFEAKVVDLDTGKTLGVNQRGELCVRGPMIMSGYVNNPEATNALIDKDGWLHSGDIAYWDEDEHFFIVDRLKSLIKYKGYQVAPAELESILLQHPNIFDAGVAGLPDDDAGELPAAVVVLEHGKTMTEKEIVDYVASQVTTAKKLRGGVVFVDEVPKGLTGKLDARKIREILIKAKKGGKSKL
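Biochemical qHTS of compounds, final roughly 60 µM downward over six points, against 10 nM purified firefly luciferase using Km concentrations of substrates (10 uM D-luciferin, 10 uM ATP) in Tris acetate pH 7.5 buffer; luminescence output.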
VP16 counter = VP16 counterscreen qHTS for inhibitors of ROR gamma transcriptional activity; Drosophila S2 Gal4-VP16 UAS-luciferase, luminescence, 20 h; Potency, µM (titrated, usually from 53.6 µM), for inactives: at the highest dose activity, negative = inhibition, usual class: inhibitors; 310,000 compounds, 3.5% hits; AID 2546, 2010;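 note: Gal4-VP16 expression switched on by copper sulfate through the metallothionein promoter; potency is the fitted concentration of half-maximal effect; % is set by controls: 0 for no effect and ±100 for the full control effect; nearly all actives have a fitted effect of over 50% in size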
Rab9 promoter act = qHTS Assay for Rab9 Promoter Activators; Potency, µM (titrated, usually from 9.22 µM), for the others: top-dose activation, negative = inhibition, usual class: activators; Huh7 Rab9 promoter-luciferase reporter, luminescence, 24 h; AID 485297, 2010; 320,000 compounds, 2.8% hits; note: potency is the fitted concentration of half-maximal effect; % of control where 0% means no effect; nearly all actives have a fitted effect of over 60% in size
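Luminescence from Amplite-detected luciferase (10 minutes, ambient) reports Rab9 promoter activation. Before that, stable Rab9-luciferase Huh7 cells (1500/well, reduced-serum OP-MEM I plus 10% FBS) were exposed to compound for 24 hours at 37C.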
TRPV1 ag = HTS Assay for Compounds that Act as Agonists of the Vanilloid Receptor 1; activation, % at 8.33 µM; TRPV1-expressing cells, Fluo-8 calcium influx, agonist mode; 320,000 compounds, 0.19% hits; AID 540275, 2011; in the data active = activation above about 80%; inconclusive = between about 30% and that limit; note: 0% is about no effect
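TRPV1-expressing cells were cultured overnight at 35.5C and loaded with Fluo-8 calcium dye for 40 to 90 min at room temperature. After a 10 s baseline, compound was added and calcium influx was read kinetically for 3 min (ex 480/em 520 nm).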
Tb PFK block = qHTS Assay to Find Inhibitors of T. brucei phosphofructokinase. ATP-dependent 6-phosphofructokinase (Trypanosoma brucei brucei), O15648. T. brucei PFK, ADP-Glo luminescence. Potency, µM (titrated, usually from 57.5 µM), without a hit: at the top dose activity, negative = inhibition, most hits filed as inhibitors. 330,000 compounds, 0.17% hits. AID 485367, 2010;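 note: potency is the fitted concentration of half-maximal effect; 0% = uninhibited 1x PFK enzyme wells and -100% = no-enzyme wells; nearly all actives have a fitted effect of over 60% in size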
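ADP-Glo luminescence quantified ADP after 45 min at room temperature, with 1.25 nM T. brucei PFK, 0.1 mM ATP and 0.5 mM fructose-6-phosphate in pH 8.0 TEA buffer. qHTS titrations up to 57 µM; curves classified by quality.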
* = called active by the depositor; ? = inconclusive; · = no result given; [ ] = remark or other dose. Unless noted, calls come from the whole dose curve; as a rule, active = well fitted curve in the direction sought with a large enough effect; inconclusive = small, poorly fitted or top-dose-only effect, or another doubt; inactive = no such curve, though single readings can be large; an effect the other way counts as inactive or inconclusive.

SMILES	p53 reactivation	ELG1 repair inh	ELG1 genotox	BRCA1 expr up	RORg inh	NPC1 prom act	FLuc counter	VP16 counter	Rab9 promoter act	TRPV1 ag	Tb PFK block
CC(C)NC(=O)c1cccc(NC(=O)CC2SC(N3CCCCC3)=NC2=O)c1 (centres undefined)	12.7%	21.3%	2.5%	38.6%	·	-8.8%	-20.0%	·	-3.6%	0.3	2.5%
CCOC(=O)CN1C(=O)/C(=C/c2c(F)cccc2Cl)Oc2ccccc21	-2.3%	-3.1%	4.7%	-23.4%	?	-3.4%	-3.0%	-15.8%	1.7%	?	0.3%
COC(=O)c1c(C)[nH]c(C(=O)OCc2ccc(F)cc2)c1C	?	?	?	4.47µM*	-28.5%	3.55µM*	9.53µM*	13.6%	3.98µM*	4.9	-4.4%
COc1ccc(N(C(=O)CNC(=O)c2cccs2)C(C(=O)NCC2CCCO2)c2ccc(OC)c(OC)c2)cc1 (centres undefined)	-1.7%	-4.8%	-0.2%	4.1%	-11.9%	-4.9%	1.6%	-6.7%	-10.6%	0.2	0.0%
CCCn1c(NC(=O)C2CCN(S(=O)(=O)c3cccs3)CC2)nc2ccccc21	-4.8%	0.0%	-3.5%	-72.8%	1.41µM*	0.7%	0.2%	4.47µM*	-1.2%	-2.5	11.3%[0.46 µM]
COc1ccc(C)cc1NC(=O)CCC(=O)Nc1nnc(C2CCCCC2)s1	-19.0%	2.4%	0.4%	-0.4%	0.8%	1.8%	4.3%	-4.1%	2.9%	-0.2	1.1%
O=C(Cn1cc2c(n1)CCCC2)NCc1cccc(Cl)c1	-2.2%	2.0%	?	0.0%	13.2%	0.1%	0.1%	-10.6%	-5.7%	22.9	0.3%
COc1ccc(C(=O)OCC(=O)Nc2ccc(Cl)cn2)cc1	-2.9%	-9.7%	0.4%	-11.0%	-7.4%	-1.1%	-0.8%	8.7%	4.9%	-0.7	1.8%
O=C(NCCO)c1cc(-c2cc(C(=O)NCCO)c3ccccc3n2)nc2ccccc12	2.0%	20.0%	1.5%	-1.6%	2.0%	-5.4%	-8.6%	-4.5%	-0.6%	-1.9	-0.4%
Cc1ccc(CNC(=O)CS(=O)(=O)c2ccccc2)cc1	0.1%	?	3.5%	22.6%	33.6%	16.2%	-14.0%	7.4%	20.7%	6.4	-5.3%
Cc1nc(NC(=O)c2cccc(-c3cc4ccccc4oc3=O)c2)ccc1Br	?	?	9.1%	-8.0%	-4.8%	?	-19.9%	?	?	5.6	-4.0%
COCCOC(=O)C1=C(C)NC2=C(C(=O)CC(C)(C)C2)C1c1ccc(N(C)C)cc1 (centres undefined)	5.7%	17.5%	3.2%	-4.7%	-17.8%	-0.4%	12.3%	0.6%	10.5%	0.2	-1.1%
CC1Cn2c(COc3ccccc3)nnc2S1 (centres undefined)	-2.8%	-0.6%	2.7%	19.9%	-15.8%	-2.7%	1.1%	-1.8%	0.1%	0.5	-2.7%
O=C(Nc1ccccc1C(=O)O)c1cccc(NC(=O)c2ccc(Br)o2)c1	-1.4%	2.4%	1.1%	7.1%	?	-2.1%	19µM*	-11.9%	2.3%	1.1	22.8%
CCn1cc(S(=O)(=O)NCCc2ccccc2OC)cn1	4.0%	0.0%	0.4%	11.3%	9.4%	-5.0%	-3.3%	-0.2%	2.9%	1.8	0.2%
CC(C)(C)C1CCC(=NNC(=O)C(=O)NCc2cccnc2)CC1 (centres undefined)	2.6%	2.5%	2.5%	14.7%	-19.6%	0.1%	-0.4%	-3.2%	-4.7%	-4.0	-0.7%
O=C(c1ccccc1F)N1CCN(c2ccccn2)CC1	-5.2%	2.7%	-6.7%	14.8%	-13.4%	16.0%	3.9%	-5.4%	-0.5%	-1.3	5.0%
Cc1ccc2cccc(NC(=S)NC(=O)c3c(Br)cnn3C)c2n1	5.8%	19.4%	2.3%	-60.3%	3.98µM*	8.2%	0.7%	?	8.8%	6.7	5.0%
CCOC(=O)CSc1n[nH]c(NS(=O)(=O)c2ccccc2C(F)(F)F)n1	-4.1%	17.3%	-0.3%	-0.9%	-5.4%	-2.1%	0.7%	-8.1%	-3.2%	0.1	-4.7%
N#Cc1nc(Cc2cccc3ccccc23)oc1NCc1ccc2c(c1)OCO2	0.4%	?	-5.3%	-32.7%	39.7%[10 µM]	-0.9%	5.1%	-4.2%	1.5%	?	-0.5%
Cc1nnc(NC(=O)c2ccccc2C(=O)O)s1	5.3%	6.1%	-2.5%	1.2%	10.2%	-2.7%	11.2%	-5.3%	-3.2%	2.2	1.0%
O=C(NCCc1ccc(F)cc1)c1ccc2nccnc2c1	?	?	?	?	·	1.78µM*	8.49µM*	·	1.12µM*	4.8	0.0%
CCOc1ccccc1NS(=O)(=O)c1c(C)[nH]c(C)c1C(=O)N1CCCCC1	4.0%	6.2%	-1.9%	-13.5%	-11.3%	-6.3%	-0.5%	-11.6%	-2.8%	-2.5	2.7%
O=C1[C@H]2[C@@H](C3CC3)N3C(=O)CN(CC4CC4)C(=O)[C@@]3(Cc3ccccc3)[C@H]2C(=O)N1c1ccccc1	-2.5%	14.5%	-2.5%	-8.6%	·	·	·	·	·	·	5.1%
CN(C)S(=O)(=O)c1ccc(NC(=O)CCCNC(=O)c2ccc(Cl)cc2)cc1	-5.0%	-2.4%	0.9%	-2.8%	-40.6%	-0.5%	-1.8%	-3.6%	-0.4%	1.4	-10.4%
CCc1nnc(NC(=O)CCC(=O)NCc2ccccc2Cl)s1	-0.8%	?	10.7%	-5.8%	-12.0%	0.3%	-0.6%	-9.9%	-2.6%	1.4	0.0%
O=C1CCC/C(=N/NC(=O)c2sc3ccccc3c2Cl)C1	5.3%	?	11.6%	29.7%	-40.3%	?	15.1µM*	28.7%	?	23.1	17.4%
COc1ccc(C2(C)NC(=O)N(CC(=O)Nc3ccc4c(c3)OCO4)C2=O)cc1OC (centres undefined)	2.4%	8.0%	2.8%	-0.8%	5.2%	-1.0%	0.7%	-5.4%	4.6%	0.0	-0.8%
Cc1ccc(NC(=O)Nc2ccc3c(c2)N(C)C(=O)CS3)nc1	1.5%	-22.2%	9.0%	18.5%	?	0.5%	-3.0%	?	4.2%	?	-0.9%
O=C(OCc1nc2ccccc2s1)c1ccco1	?	?	?	-10.9%	26.7%	9.8%	6.75µM*	-3.3%[10 µM]	-1.8%	7.3	-6.8%
Cc1csc(SCC(=O)Nc2cc(C(N)=O)cc(C(N)=O)c2)n1	3.8%	3.8%	2.3%	-11.2%	·	·	·	·	·	·	0.0%
CCC(C)(C)NC(=O)C(c1cccc(OC)c1OC)N(CCC(C)C)C(=O)CCC(=O)Nc1cc(C)on1 (centres undefined)	12.7%	-5.2%	-2.9%	-29.6%	10.5%	-1.9%	-1.2%	-2.0%	-8.7%	16.8	-0.9%
Cc1nn(-c2ccccc2)c2[nH]c(=O)cc(C(F)F)c12	-2.4%	29.2%	0.6%	-33.0%	·	-4.2%	-0.1%	·	-5.1%	-3.4	6.7%
Cc1c(C(=O)N2CCOCC2)c(S(=O)(=O)Nc2cccc(Br)c2)c(C)n1C	0.1%	5.7%	0.3%	21.8%	0.4%	-2.8%	3.0%	-16.0%	-6.1%	-2.6	-1.6%
COc1ccc([C@@H](OC)[C@@]2(Cc3ccc(O)cc3)N=C(N)N(C)C2=O)cc1	2.1%	9.9%	-0.3%	0.0%	·	1.9%	-2.2%	·	-7.3%	-3.0	1.8%
